Bioassay records as filed in PubChem.
HMGR II inh: inhibitors of class II HMG-CoA reductase from Enterococcus faecalis; purified E. faecalis HMGR, NADPH absorbance 340 nm kinetic; inhibition, % at 10 µM; hit rate 0.41% among 190,000;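 active means inhibition above a set limit, the median over all tested compounds plus 3 SD, cut at about 9.5% in these data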;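 further: enzyme runs in reverse so mevalonate oxidation gives rising NADPH absorbance; 0% = complete reaction with DMSO and 100% = background rate lacking mevalonate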
bIAP inhibitor: intestinal alkaline phosphatase (bovine) inhibition. purified bovine IAP, CDP-star luminescence, 30 min. inhibition, % at 20 µM. 190,000 tested, under 10 active. AID 1019;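 active means over 50% inhibition of intestinal alkaline phosphatase at 20 µM in the single-dose screen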
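Assay system: bovine IAP enzyme; medium: DEA buffer 100 mM, pH 9.8, with MgCl2 1.0 mM, ZnCl2 0.02 mM; doses: 20 µM single dose; incubation: enzyme reaction for 30 min at room temperature; detection: CDP-star luminescence signal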
SRC2 TRFRET art: TR-FRET artefact, counter-screen to PPARgamma/SRC-2 agonist assay. stronger effect = higher value. TR-FRET ratio at 8 µM. hit rate 0.4% among 200,000; in the data active means TR-FRET ratio above about 2000; further: inactives centre near 1500; reference of the scale not given here
S1P3 antag: blocks the human S1P3 receptor | inhibition, % at 4.98 µM | hit rate 0.27% among 170,000 | Q99500 | CHO S1P3 NFAT-BLA reporter, FRET fluorescence, antagonist mode;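 active means inhibition above the plate cutoff, the mean inhibition of test wells on that plate plus 3 SD, cut at about 28% in these data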;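 further: cells challenged with S1P at its EC80 of 0.8 µM; blue over green emission ratio from cleaved BLA substrate after 4 h stimulation; 0% = S1P-stimulated wells and 100% = unstimulated DMSO-only wells; some compounds past the cut are filed as inactive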
DTT redox prof: compounds producing H2O2 with reducing agent – biochemical, NIH compound library profiling, artefact control for MLSCN library redox annotation, primary screen; DTT-dependent redox cycling H2O2, phenol red/HRP absorbance; 100% = 100 µM peroxide control, 0% = buffer; activation, % at 10 µM; hit rate 0.03% among 200,000; AID 878;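 active means activation of at least 50% relative to the plate's high and low controls in the primary single-dose screen; inactive means activation below 50%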;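 further: compound incubated with DTT at 0.8 mM final as the reducing agent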
L major viab: Leishmania major promastigote growth inhibition | hit rate 9% among 200,000 | inhibition, % at 10 µM | Leishmania major promastigotes, resazurin fluorescence viability | AID 1063; in the data active means inhibition above about 50%;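 further: promastigotes grown with compound for 44 hours at 28 °C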
ROMK primary: modulates human ROMK potassium channel activity | B-score at 10 µM | hit rate 2% among 130,000 | P48048 | Tet-inducible ROMK, thallium flux fluorescence; actives lie on both sides | AID 1918;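 active means signal ratio slope over the read window, or its plate-corrected B-score, at least 3 SD from the plate mean, either direction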;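 further: B-score of the F/F0 ratio slope over 7 to 12 s after thallium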
Target sequence (P48048 whole entry, looked up): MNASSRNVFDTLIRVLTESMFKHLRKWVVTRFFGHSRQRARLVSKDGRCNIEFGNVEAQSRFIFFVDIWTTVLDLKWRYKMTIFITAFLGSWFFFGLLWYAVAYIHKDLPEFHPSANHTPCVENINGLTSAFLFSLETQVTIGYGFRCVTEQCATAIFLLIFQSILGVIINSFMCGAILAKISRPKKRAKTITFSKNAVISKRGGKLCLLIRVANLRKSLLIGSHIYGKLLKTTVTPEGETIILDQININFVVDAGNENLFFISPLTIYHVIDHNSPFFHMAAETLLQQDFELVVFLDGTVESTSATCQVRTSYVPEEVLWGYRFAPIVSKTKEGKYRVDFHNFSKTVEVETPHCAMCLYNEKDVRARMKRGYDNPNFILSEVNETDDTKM
RAM network inh: yeast RAM network inhibition; S. cerevisiae dse1pr::URA3 reporter, 5-FOA growth OD615, 2 d; analog-sensitive cbk1-as2 kinase mutant strain; inhibition, % at 50 µM; hit rate 1.8% among 190,000;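 active means inhibition above a set limit, 3 SD over mean compound inhibition, cut at about 8.4% in these data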;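 further: 0% = DMSO-only wells with no growth and 100% = 10 µM 1-NA-PP1 full growth; inhibition rescues growth on 5-FOA so higher OD means more RAM inhibition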
PPARg SRC-2 ag: agonists of SRC-2 recruitment by human PPARgamma; P37231; PPARgamma LBD-SRC-2 recruitment, biochemical; activation, % at 8 µM; hit rate 0.34% among 200,000; AID 1032; in the data active means activation above about 22%;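 further: 0% = vehicle and 100% = reference agonist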
Target sequence (P37231 whole entry, looked up, the tested form may be a part): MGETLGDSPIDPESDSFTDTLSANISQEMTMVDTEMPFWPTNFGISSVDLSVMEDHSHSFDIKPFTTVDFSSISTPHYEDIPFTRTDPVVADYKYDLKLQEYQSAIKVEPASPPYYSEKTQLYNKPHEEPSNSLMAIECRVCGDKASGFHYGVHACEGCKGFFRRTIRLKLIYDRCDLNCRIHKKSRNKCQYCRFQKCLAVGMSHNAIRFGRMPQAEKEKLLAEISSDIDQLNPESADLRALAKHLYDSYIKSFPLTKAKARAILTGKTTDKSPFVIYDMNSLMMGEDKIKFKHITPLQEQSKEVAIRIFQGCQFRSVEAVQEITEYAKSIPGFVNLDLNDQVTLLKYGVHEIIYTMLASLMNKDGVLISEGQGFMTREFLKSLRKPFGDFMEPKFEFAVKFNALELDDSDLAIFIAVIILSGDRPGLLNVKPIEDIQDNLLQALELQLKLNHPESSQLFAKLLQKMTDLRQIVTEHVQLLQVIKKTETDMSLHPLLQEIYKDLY
PPARg SRC-1 ag: promotes SRC-1 coactivator recruitment by human PPARgamma | PPARgamma-SRC-1 coactivator recruitment biochemical assay | activation, % at 8 µM | hit rate 0.41% among 200,000; in the data active means activation above about 19%;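 further: 0% = DMSO and 100% = reference agonist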
PPARg SRC3 recr: agonists of human PPARgamma SRC-3 coactivator recruitment. P37231. biochemical PPARgamma/SRC-3 coactivator recruitment assay. activation, % at 8 µM. hit rate 0.26% among 200,000; in the data active means activation above about 23%;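 further: 0% = DMSO and 100% = reference agonist; some compounds past the cut are filed as inactive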
* = called active by the depositor; / = not tested or not shown.

1	COc1ccc(NC(=O)CN2CCN(C3c4ccccc4-c4ccccc43)CC2)c(OC)c1
2	O=C(COC(=O)CCN1C(=O)/C(=C\C=C\c2ccccc2)SC1=S)Nc1cc(F)ccc1F
3	Cc1cccc(-n2c3nc(=O)[nH]c(=O)c-3cc3cc([N+](=O)[O-])ccc32)c1
4	Cc1ccc(S(=O)(=O)N2CCN(C(=O)COc3ccc(C)nc3[N+](=O)[O-])CC2)c(C)c1
5	CC1(C)CC(=O)c2cc(OCC(=O)N3CCOCC3)ccc2O1
Compound	1	2	3	4	5
HMGR II inh	-1.6	-2.4	-4.6	1.2	-5.5
bIAP inhibitor	-16.5	7.0	-16.3	8.4	2.1
SRC2 TRFRET art	1639	1473	1325	1888	1583
S1P3 antag	-45.2	13.9	2.7	-5.0	/
DTT redox prof	-0.7	-0.7	-0.2	-1.3	0.1
L major viab	44.0	-1.0	95.4*	5.0	-7.5
ROMK primary	-0.00919	0.516	-2.78*	0.015	-1.15
RAM network inh	0.2	5.2	0.3	1.0	0.6
PPARg SRC-2 ag	2.3	0.4	9.8	1.7	5.1
PPARg SRC-1 ag	8.4	2.4	3.4	8.0	-0.9
PPARg SRC3 recr	14.5	3.0	6.7	2.7	-8.7

6	Cc1nn(-c2ccccc2)c(Cl)c1/C=N/NC(=O)C1COc2ccccc2O1 (stereo not drawn)
7	Cc1cc(NC(=O)CSc2cn(CCNC(=O)c3ccccc3)c3ccccc23)no1
8	CN(C)C(=O)CSc1nnc(C23CC4CC(CC(C4)C2)C3)o1
9	O=C(N1CCOCC1)C12CC3CC(C1)CC(n1cnc(Cl)n1)(C3)C2
10	O=C(O)C1C2C=CC(C2)C1C(=O)OCc1ccccc1 (stereo not drawn)
Compound	6	7	8	9	10
HMGR II inh	-5.4	-0.4	0.9	-0.2	0.9
bIAP inhibitor	5.4	-3.7	5.9	3.7	4.7
SRC2 TRFRET art	1581	1657	1465	1390	1430
S1P3 antag	4.2	-49.1	-6.9	7.3	-3.4
DTT redox prof	-0.1	-0.2	1.1	-0.1	0.6
L major viab	-1.2	1.1	-4.2	-5.1	-7.4
ROMK primary	/	/	-0.264	1.31	-0.127
RAM network inh	1.0	0.3	0.7	2.0	1.7
PPARg SRC-2 ag	4.8	6.8	-0.2	-0.8	13.9
PPARg SRC-1 ag	5.6	-2.2	3.5	7.8	-3.5
PPARg SRC3 recr	2.4	0.3	-5.1	-0.5	-4.2

11	N/C(=N\OC(=O)CCCOc1ccccc1)c1ccccn1
12	COc1cccc(-n2c(-c3ccc4[nH]c(C)c(C)c4c3)n[nH]c2=S)c1
13	CCc1ccccc1NC(=O)CCN1C(=O)c2ccccc2C1=O
14	Cc1ccc(CNC(=O)CCc2c(C)nc3c(c(C)nn3-c3ccc(C)cc3)c2C)cc1
15	CCCN(CCC)c1nc2ccccc2nc1C(C#N)C(=O)OC(C)COC (stereo not drawn)
Compound	11	12	13	14	15
HMGR II inh	-0.3	-1.5	-2.1	-1.9	-5.5
bIAP inhibitor	11.8	0.5	1.7	4.9	/
SRC2 TRFRET art	1529	1832	1369	1678	1371
S1P3 antag	-21.1	-25.4	/	-9.8	/
DTT redox prof	-2.3	-0.3	0.1	-0.6	0.0
L major viab	-4.1	4.5	6.7	-1.9	65.6*
ROMK primary	-1.17	0.00807	0.405	/	-0.0693
RAM network inh	0.0	2.6	-0.8	3.0	12.7*
PPARg SRC-2 ag	3.5	20.1	2.6	12.1	-12.7
PPARg SRC-1 ag	2.6	11.1	-1.9	-1.9	-0.9
PPARg SRC3 recr	2.0	10.4	-2.7	7.9	-10.5

16	O=C(CNC(=O)c1ccc(Cl)cc1)OC1CCOC1=O (stereo not drawn)
17	COc1ccc2c(c1)C(=O)N(c1ccccc1OC)C(=O)C2(C)C
18	O=C(CCc1nc2cccnc2n1Cc1ccccc1)N1CCOCC1
19	Cc1cccc(C)c1OCC(=O)Nc1cccc(NC(=O)c2ccco2)c1
20	CNC(=O)CS(=O)CC(=O)Nc1cc(OC(C)C)c(Cl)cc1Cl (stereo not drawn)
Compound	16	17	18	19	20
HMGR II inh	-1.9	-4.0	-3.4	0.5	-5.6
bIAP inhibitor	0.4	9.9	6.5	2.4	5.5
SRC2 TRFRET art	1418	1532	1605	1577	1461
S1P3 antag	-3.0	-3.2	/	3.8	-20.6
DTT redox prof	-0.2	-0.9	-0.5	1.1	-1.7
L major viab	-5.8	4.6	-1.9	4.3	-0.6
ROMK primary	0.176	0.585	0.212	-1.29	-0.328
RAM network inh	-1.0	0.4	-0.7	1.1	0.4
PPARg SRC-2 ag	-4.2	-2.3	3.0	5.9	3.0
PPARg SRC-1 ag	-0.8	6.0	6.5	-0.3	4.3
PPARg SRC3 recr	-3.3	0.1	-4.1	-4.4	6.1

Looked up by structure from the list above, four records:
20	CNC(=O)CS(=O)CC(=O)Nc1cc(OC(C)C)c(Cl)cc1Cl (stereo not drawn)
12	COc1cccc(-n2c(-c3ccc4[nH]c(C)c(C)c4c3)n[nH]c2=S)c1
2	O=C(COC(=O)CCN1C(=O)/C(=C\C=C\c2ccccc2)SC1=S)Nc1cc(F)ccc1F
16	O=C(CNC(=O)c1ccc(Cl)cc1)OC1CCOC1=O (stereo not drawn)
Compound	20	12	2	16
HMGR II inh	-5.6	-1.5	-2.4	-1.9
bIAP inhibitor	5.5	0.5	7.0	0.4
SRC2 TRFRET art	1461	1832	1473	1418
S1P3 antag	-20.6	-25.4	13.9	-3.0
DTT redox prof	-1.7	-0.3	-0.7	-0.2
L major viab	-0.6	4.5	-1.0	-5.8
ROMK primary	-0.328	0.00807	0.516	0.176
RAM network inh	0.4	2.6	5.2	-1.0
PPARg SRC-2 ag	3.0	20.1	0.4	-4.2
PPARg SRC-1 ag	4.3	11.1	2.4	-0.8
PPARg SRC3 recr	6.1	10.4	3.0	-3.3

Later entries.
21	Cc1ccc(S(=O)(=O)Cn2nnnc2CN(Cc2ccco2)Cc2cccs2)cc1
22	Cc1ccc(Cl)cc1N1CCN(C(CC(C)C)c2nnnn2CC2CCCO2)CC1 (stereo not drawn)
23	Cn1cc([N+](=O)[O-])c(C(=O)Nc2ccc(-c3nc4ccccc4[nH]3)cc2)n1
24	CC1(C)CC2CC(C)(CN2C(=O)c2ccc([N+](=O)[O-])cc2)C1 (stereo not drawn)
25	CC(C)Cc1cc(C(=O)NCc2cccnc2)no1
Compound	21	22	23	24	25
HMGR II inh	-2.0	1.5	12.1*	-3.2	-6.9
bIAP inhibitor	-0.6	-2.0	5.1	4.4	10.3
SRC2 TRFRET art	1459	1439	1612	1698	1541
S1P3 antag	-25.6	-2.8	8.7	-16.4	/
DTT redox prof	-0.3	1.3	0.0	-0.8	-3.0
L major viab	26.4	13.2	5.5	6.6	-6.8
ROMK primary	-1.25	0.937	/	-0.459	/
RAM network inh	11.8*	1.7	3.7	1.4	1.2
PPARg SRC-2 ag	-2.7	6.6	7.2	14.0	5.8
PPARg SRC-1 ag	1.4	5.5	7.4	1.6	4.1
PPARg SRC3 recr	-9.7	-5.4	6.1	1.4	1.6

26	O=C(CC1COc2ccccc2O1)NC1CCCCC1 (stereo not drawn)
27	COc1ccc(-c2onc(C)c2-c2ccc3c(c2)OCCO3)c(O)c1
28	COc1cccc(-c2noc(-c3ccoc3C)n2)c1
29	CCOC(=O)c1ccc(Nc2cc(C)nc3nc(C)nn23)cc1
30	CC(C)C(=O)Nc1ccc(NC(=O)c2cc3ccccc3o2)cc1
Compound	26	27	28	29	30
HMGR II inh	1.9	2.2	-1.2	/	-3.5
bIAP inhibitor	6.2	-26.9	2.8	8.3	28.3
SRC2 TRFRET art	1556	1573	1423	1415	1710
S1P3 antag	18.0	-16.0	11.1	-6.9	8.9
DTT redox prof	0.8	-1.3	-0.5	0.8	-0.2
L major viab	5.8	72.5*	3.0	-3.9	8.5
ROMK primary	/	-0.0517	0.00568	0.643	/
RAM network inh	0.1	-0.2	-0.4	0.0	1.3
PPARg SRC-2 ag	5.5	5.5	11.3	-12.2	13.1
PPARg SRC-1 ag	7.1	0.0	-8.5	-0.7	8.2
PPARg SRC3 recr	4.8	-0.2	0.3	-2.5	-8.3

31	O=C(O)/C=C/C(=O)NNC(=O)c1ccc(Br)cc1
32	COc1ccc(S(=O)(=O)NCCSC(C)(C)C)c(Cl)c1Cl
33	Cn1c(N)c(C(c2ccccc2)c2c(N)n(C)c(=O)n(C)c2=O)c(=O)n(C)c1=O
34	CCc1ccc(S(=O)(=O)NCCc2csc(C)n2)s1
35	CC(=O)Nc1ccc(S(=O)(=O)N2CCSC2c2ccccc2)cc1 (stereo not drawn)
Compound	31	32	33	34	35
HMGR II inh	-1.1	-4.1	-4.4	-2.6	-5.3
bIAP inhibitor	13.2	/	-1.6	5.1	11.1
SRC2 TRFRET art	1608	1654	1417	1457	1682
S1P3 antag	-2.9	/	-1.1	-2.8	-2.0
DTT redox prof	-0.2	0.2	0.3	-0.4	1.3
L major viab	-7.1	24.0	37.1	-5.5	14.3
ROMK primary	/	-0.937	1.18	0.0172	/
RAM network inh	0.6	0.7	0.5	-0.4	0.5
PPARg SRC-2 ag	7.6	11.4	-9.1	-7.4	-3.6
PPARg SRC-1 ag	5.1	3.7	-3.9	-5.6	0.6
PPARg SRC3 recr	0.5	2.0	-2.1	0.8	4.9

36	Cc1noc(C)c1COc1ccc(C(=O)Nc2cccnc2)cc1
37	CC/C(=N\NC(=O)c1ccc(N(C)C)cc1)c1ccccc1
38	CC(C)CNS(=O)(=O)c1ccc(S(=O)(=O)NC2CCOC(C)(C)C2)cc1 (stereo not drawn)
39	Cc1cc(-c2ccccc2C(=O)O)on1
40	CCC1Oc2ccc(C)cc2N(Cc2cccc(C)c2)C1=O (stereo not drawn)
41	Fc1ccc(NCc2nnc(SCc3ccccc3)o2)cc1
42	Cc1nn(-c2ccccc2)c2c1C(c1c(C)[nH]c(C#N)c1C)C(C#N)=C(N)O2 (stereo not drawn)
43	CN(C)CCN=c1cc(-c2ccccc2)oc2ccc(Cl)cc12
Compound	36	37	38	39	40	41	42	43
HMGR II inh	-1.2	-1.9	/	3.9	0.9	3.6	-0.3	-2.5
bIAP inhibitor	-2.8	2.4	/	3.0	17.1	11.5	10.8	-8.9
SRC2 TRFRET art	1747	1518	1637	1687	1501	1347	1474	1574
S1P3 antag	-11.5	5.3	/	-21.1	/	4.2	-20.4	-4.2
DTT redox prof	-1.0	-0.2	-0.5	-0.8	2.1	-0.1	1.2	-0.7
L major viab	-2.1	-5.5	-1.1	-5.7	19.3	-4.0	7.0	63.0*
ROMK primary	0.131	0.0201	/	/	-0.511	-0.428	1.74	-0.655
RAM network inh	2.2	0.0	/	2.5	2.7	-2.3	4.8	0.5
PPARg SRC-2 ag	6.5	1.8	12.2	0.1	-6.6	-12.1	10.5	-1.7
PPARg SRC-1 ag	13.7	7.1	-1.9	4.2	-2.1	-10.9	-6.5	-4.6
PPARg SRC3 recr	2.4	8.2	4.6	12.0	-5.0	0.7	22.9	1.4
